Bioassay records (PubChem)
esBAF inh – SWI/SNF esBAF complex inhibition; mouse ES cells, Bmi1-luciferase knock-in reporter, 24 h; 100% = twice the neutral-well signal; reporter increase, % at 12.5 µM; 2% of 350,000 active; AID 602393; in the data active = activation above about 40%; inconclusive = no clear call, values can overlap the other calls;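 note: 0% = median of the plate's neutral control wells and 100% = double that signal; a rise in the Bmi1 reporter signal indicates esBAF inhibition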
RAD54 branch – RAD54 (human) branch migration inhibition | Q92698 | RAD54 Holliday junction branch migration, FAM/BHQ fluorescence | inhibition, % at 10.4 µM | 0.14% of 360,000 active;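 active = mean normalized replicate activity at least 40 and at least half of replicates scoring 40 or more; inconclusive = only one of the two criteria met; inactive = mean below 40 and under half of replicates reaching 40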;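 note: 0% = median of neutral control wells and 100% = median of positive control wells; inhibitors cause a drop in the FAM fluorescence signal; in these data hits start at about 50%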
S100A4 MyoIIA – blocks human S100A4 binding to myosin IIA peptide; P26447; S100A4/TAMRA-MyoIIA peptide fluorescence polarization; inhibition, % at 10.7 µM; 0.14% of 360,000 active; AID 652163;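 active = mean inhibition of at least 70% across replicates, with every replicate also reaching that level; inconclusive = mean inhibition reaches 70% but some replicates fall short; inactive = mean inhibition below 70%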
Target sequence (P26447 whole entry, looked up): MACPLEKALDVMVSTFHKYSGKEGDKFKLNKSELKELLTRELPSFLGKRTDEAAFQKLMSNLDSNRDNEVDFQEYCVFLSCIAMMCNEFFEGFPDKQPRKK
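Test system: S100A4 monomer protein; Medium: HEPES pH 7.2 with CaCl2, KCl, NaCl, DTT, Triton; Probe or stimulus: TAMRA-labelled myosin IIA heavy-chain peptide probe, 5 nM; Doses: one dose per compound; Times: polarization read 5 min after assay mix addition, stable 5–60 min; Benchmarks: neutral control DMSO, positive control TFP.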
ERAP1 inh – blocks human ERAP1 aminopeptidase activity; Q9NZ08; recombinant ERAP1, Leu-AMC fluorescence, 60 min; inhibition, % at 10.7 µM; 0.15% of 340,000 active;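 active = mean replicate inhibition of at least 30%, or all replicates individually reaching that 30% level; inactive = mean below 30% and not every replicate reaching it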;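 note: 0% = neutral control wells and 100% = L-leucinethiol positive control wells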
ERp5 inh – blocks human ERp5 reductase activity on insulin; ERp5 insulin aggregation, absorbance 650 nm, 90 min; inhibition, % at 9.99 µM; 0.05% of 350,000 active; AID 651711;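 active = mean replicate inhibition above about 25%, with every replicate also reaching it, limit read from the data, passing the limit was not always enough; inconclusive = only one of those two criteria met; inactive = neither criterion met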
E-selectin induc – E-selectin induction on HUVECs. HUVEC E-selectin immunofluorescence imaging; normalized: neutral wells 0, TNF-alpha wells 100. 0.37% of 260,000 active. activation, % at 7.58 µM. P16581;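 active = mean E-selectin-positive cell signal at least 10% of the positive control, reached in at least 60% of replicates, without over 20% cell loss; inconclusive = no rule given, readout overlaps actives, possibly toxicity-flagged; inactive = the rest, including those meeting only one limit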;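 note: in these data hits start at about 27%; measured in HUVEC primary endothelial cells; signal is the percent of cells scored E-selectin positive by PE staining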
Target sequence (P16581 whole entry, looked up): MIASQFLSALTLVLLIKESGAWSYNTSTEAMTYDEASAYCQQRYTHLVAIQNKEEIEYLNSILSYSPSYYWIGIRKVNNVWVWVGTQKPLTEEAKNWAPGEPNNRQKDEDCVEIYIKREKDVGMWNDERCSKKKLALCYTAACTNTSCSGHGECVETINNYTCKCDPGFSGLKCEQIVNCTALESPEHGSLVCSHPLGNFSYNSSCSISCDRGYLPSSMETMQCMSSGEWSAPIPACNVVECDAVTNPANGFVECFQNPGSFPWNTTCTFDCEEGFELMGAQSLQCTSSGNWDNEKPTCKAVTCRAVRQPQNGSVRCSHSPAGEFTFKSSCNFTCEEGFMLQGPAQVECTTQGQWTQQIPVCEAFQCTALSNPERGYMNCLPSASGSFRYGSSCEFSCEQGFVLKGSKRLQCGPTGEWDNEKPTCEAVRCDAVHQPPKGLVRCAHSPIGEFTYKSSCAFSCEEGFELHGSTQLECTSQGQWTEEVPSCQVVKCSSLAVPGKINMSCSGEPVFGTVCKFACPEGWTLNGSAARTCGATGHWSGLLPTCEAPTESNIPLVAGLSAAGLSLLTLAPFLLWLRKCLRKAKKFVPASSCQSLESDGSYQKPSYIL
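System: HUVEC / Compound: single concentration / Signal: immunofluorescence imaging / Read-out: percent E-selectin-positive cells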
XiGFP reactiv – activators of X-chromosome reactivation in mouse fibroblasts; XiGFP mouse fibroblasts, % GFP-positive cells imaging, 3 d; cells co-treated with 5-aza-dC sensitizer; scaled so ellipticine positive control = 100%; activation, % at 7.58 µM; 0.055% of 360,000 active;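 active = mean normalized replicate activation at least 10% and every replicate at or above 10%; inconclusive = only one of the two criteria met; inactive = mean below 10% and not all replicates reach 10%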;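 note: 0% = median of on-plate neutral control wells and 100% = ellipticine 6 µM median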
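material = 68-5-11 XiGFP fibroblast line | medium = DMEM plus 5-aza-dC sensitizer | schedule = 3 days compound exposure | benchmarks = positive control ellipticine, 6 µM final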
RAD52 inh – inhibitors of human RAD52 DNA annealing | P43351 | recombinant RAD52 DNA annealing, FRET fluorescence | inhibition, % at 18.7 µM | 0.46% of 360,000 active;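 active = every replicate showing at least 50% inhibition; inconclusive = mean inhibition at least 50% but not in every replicate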
Active calls of the source: *; ? = inconclusive; . = no result given.

SMILES	esBAF inh	RAD54 branch	S100A4 MyoIIA	ERAP1 inh	ERp5 inh	E-selectin induc	XiGFP reactiv	RAD52 inh
CS(=O)(=O)NC1c2cccc3cccc(c23)C1N1CCOCC1 (configuration not stated)	-5.3	4.3	-0.5	11.1	-4.8	.	.	-14.2
O=[N+]([O-])c1ccc2nc(SCc3cn4cccnc4n3)[nH]c2c1	.	.	-2.3	-0.4	-3.6	.	1.2	-4.6
C[C@@H]1CN([C@H](C)CO)C(=O)Cc2cc(NC(=O)NC3CCCCC3)ccc2O[C@H]1CN(C)Cc1ccc(C(=O)O)cc1	3.7	-5.1	6.3	2.0	-2.3	-6.6	0.0	9.6
Cc1ccc(C(=O)NCCCNC(=O)COc2ccccc2Cl)cn1	6.5	-19.3	3.9	-2.1	3.9	.	.	-30.9
CCCC#Cc1cnc2c(c1)C(=O)N([C@H](C)CO)C[C@@H](C)[C@H](CN(C)C(=O)C1CC1)O2	-3.6	-7.2	-1.4	-0.9	3.6	0.9	0.2	3.4
NC(=O)CC(NC(=O)c1ccccc1)c1ccc(NCCc2ccc(Cl)cc2)c([N+](=O)[O-])c1 (configuration not stated)	-11.0	1.7	10.0	1.1	0.0	-0.2	0.0	-17.2
C[C@H]1CN([C@@H](C)CO)C(=O)CCCn2cc(nn2)CO[C@H]1CN(C)Cc1ccc(C(F)(F)F)cc1	-1.8	10.5	-6.2	0.9	0.7	-0.1	-0.1	2.3
COC(=O)CNC(c1ccccc1)c1cc(Br)ccc1N (configuration not stated)	.	-5.1	-0.9	-0.3	-1.9	-0.1	-0.1	-9.6
CCOC(=O)c1c(NC(=O)CN2C(=O)NC3(CCCC3)C2=O)sc(C)c1CC	-10.9	0.0	-0.4	0.4	-3.3	1.2	0.3	-7.1
C[C@H]1CN([C@@H](C)CO)C(=O)Cc2cc(NC(=O)Nc3ccc(F)cc3)ccc2O[C@@H]1CN(C)S(=O)(=O)c1ccc(Cl)cc1	-4.7	5.5	2.8	2.1	1.4	?	0.2	-6.3
COc1cc2nc(C3CCC3)nc(N3CCN(c4ccccc4OC)CC3)c2cc1OC	.	.	-4.9	1.3	0.4	.	-0.1	-4.0
CC(C)NC(=O)N(C)C[C@@H]1Oc2cc(C#CC(C)(C)O)ccc2S(=O)(=O)N([C@H](C)CO)C[C@@H]1C	-2.4	5.7	-3.4	-5.8	1.9	-0.2	1.0	3.7
O=C(/C=C/c1ccccc1)Nc1cc(C(=O)O)cc(C(=O)O)c1	.	-7.7	-0.7	0.4	-1.5	.	0.0	-17.6
CC(C)(C)C(=O)CSc1nnc(Nc2ccccc2)s1	74.0*	-1.9	-2.8	-2.5	16.5	0.0	0.0	-14.5
CC(C)(C)C1COc2ccccc2N1C(=O)c1cccc(Cl)c1 (configuration not stated)	-4.5	-8.5	1.5	-0.5	2.6	2.6	-0.1	2.8
Cc1nonc1NC(=O)CSc1nc2ccccc2[nH]1	.	.	5.1	-2.2	-4.2	-0.3	-0.1	-25.0
O=C(CSc1cccc[n+]1[O-])c1ccc(Cl)cc1	.	.	-2.5	2.5	-1.7	.	0.2	-5.1
CC(C)S(=O)(=O)c1csc(NC(=O)Nc2cccc([N+](=O)[O-])c2)c1Cl	.	.	-1.6	-0.3	1.0	6.0	0.4	5.0
COC(=O)c1cc2n(n1)CCCNC2=O	.	.	-0.2	-1.1	-4.6	.	0.0	-19.2
CO[C@H](C(=O)N(C)C[C@H]1OCc2ccccc2-c2ccccc2C(=O)N([C@@H](C)CO)C[C@@H]1C)c1ccccc1	1.2	-2.4	2.3	-1.4	-6.3	0.1	0.1	-5.9
O=C(NNC(=O)c1ccccc1OCc1ccccc1)c1ccccc1F	60.5*	-1.2	0.8	1.2	-2.1	-0.1	0.1	-17.1
Cn1nc(C(F)(F)F)c2cc(C(=O)Nc3ccc(F)cc3)sc21	.	.	6.7	-3.1	2.1	.	0.1	-1.5
COCCNC(=S)NN=C1CCCCCC1	.	.	14.0	-0.3	5.0	1.5	-0.1	1.2
CCOC(=O)c1sc(NC(=O)c2cc(-c3cccc(O)c3)on2)c(C(=O)OCC)c1C	0.0	-1.9	-2.2	.	-0.8	1.1	0.2	-47.1
CCc1nnc(SCC(=O)Nc2ccc(N3CCOCC3)cc2)n1C	6.4	-0.8	-1.4	-3.7	3.0	-0.1	0.1	-2.6

(next part)
SMILES	esBAF inh	RAD54 branch	S100A4 MyoIIA	ERAP1 inh	ERp5 inh	E-selectin induc	XiGFP reactiv	RAD52 inh
CNC(=O)c1nc(C)n(-c2ccc(Cl)cc2Cl)n1	0.5	.	3.7	3.9	-0.3	.	0.0	-5.5
COc1ccc(S(=O)(=O)N2CC[C@H]3[C@H](CO)Nc4ccc(C#Cc5cccnc5)cc4[C@H]32)cc1	.	.	-6.0	-1.2	.	-0.4	0.0	-12.8
COc1ccc(NC(=O)N[C@H]2CC[C@@H](CCNC(=O)c3ccccc3F)O[C@@H]2CO)cc1	-3.1	-2.9	-3.8	-2.8	-3.4	0.2	0.2	-9.1
Cc1ccc(C)c(OCCC(=O)OCC(=O)N2CCN(S(=O)(=O)c3ccc(Cl)cc3)CC2)c1	6.0	0.4	-3.8	0.8	-2.7	.	0.7	-2.8
CC(C)c1ccc(NC2=NCC(=O)N2Cc2cccs2)cc1	.	.	1.7	-0.8	-8.5	.	0.2	-17.7
C[C@@H]1CN([C@@H](C)CO)C(=O)c2cccc(NS(=O)(=O)c3cccs3)c2O[C@H]1CN(C)Cc1ccccc1	1.3	4.0	-0.6	-1.1	-2.3	-0.1	0.0	5.6
O=C(CN1CCN(S(=O)(=O)c2ccc(F)cc2)CC1)Nc1ccccc1C(=O)NC1CC1	.	.	0.1	-1.7	-1.1	.	0.0	-15.5
CC(C)Cc1nc(Cl)c(C#N)c2c1CCCC2	.	-2.6	0.8	1.6	4.2	.	0.4	6.4
CC(C)NC(=O)N(C)C[C@H]1OCCCC[C@@H](C)Oc2ccc(NS(=O)(=O)c3cccs3)cc2C(=O)N([C@H](C)CO)C[C@H]1C	-3.9	-3.7	-17.8	1.0	0.2	.	0.0	16.3
CCOc1ccc(NC(=O)c2ccc(N3CC4CC(C3)c3cccc(=O)n3C4)c(NC(=O)c3ccncc3)c2)cc1 (configuration not stated)	-2.9	-8.3	-11.8	-5.6	-0.3	.	0.0	-20.9
O=C(NCc1ccco1)C1CC(c2cccc([N+](=O)[O-])c2)=NO1 (configuration not stated)	-3.0	-1.8	-22.6	-3.5	6.0	-0.1	0.1	0.2
CN(C)CCCNC(=S)N(CCCN(C)C)Cc1cc2cc3c(cc2[nH]c1=O)OCO3	-5.1	29.0	-0.6	1.7	1.7	.	0.0	39.9
COc1ccc(C(C)=O)cc1COC(=O)c1c(C)nn(-c2ccccc2)c1C	-9.5	-0.5	-1.6	-0.5	1.3	-0.1	0.0	-9.3
COc1ccc(C#Cc2cnc3c(c2)C(=O)N([C@H](C)CO)C[C@@H](C)[C@@H](CN(C)C(=O)CC2CC2)O3)cc1	2.1	1.5	-1.9	-1.8	-0.8	-0.3	-0.7	-6.4
CCCn1c(N)c(C(=O)CSc2nnc(Cc3cccs3)n2C2CC2)c(=O)n(C)c1=O	1.1	-17.1	-1.5	-0.5	-0.8	.	0.3	-17.9
Cc1cc(C)n(CCC(=O)N=Nc2c(O)[nH]c3ccc(Br)cc23)n1	.	.	-0.3	-0.2	0.0	-0.4	-0.1	-11.1
O=C(Cn1c2c(c(=O)n3ncnc13)CCC2)N/N=C/c1ccc(Cl)cc1	.	.	1.0	1.0	-3.3	.	0.1	-2.4
Cc1ccc(CN2CCN(/N=C/c3cccnc3)CC2)c(C)c1	.	4.5	-6.3	-1.0	5.9	0.0	0.2	-4.6
COc1ccc(Cl)cc1NC(=O)CN1CCC(NC(=O)C2CC2)CC1	3.9	0.7	1.8	-3.2	-0.5	.	0.0	-2.9
Cc1ccc(NC(=O)CCC(=O)NNC(=S)Nc2ccccc2)c(C)c1	.	.	5.9	3.9	0.1	1.6	0.1	4.6
COc1cccc(S(=O)(=O)N[C@@H]2CC[C@@H](CCNC(=O)Cc3ccncc3)O[C@@H]2CO)c1	-4.2	-0.6	20.2	3.0	-4.5	0.1	0.1	-19.5
C/C(=N\NC(=O)c1cccc2ccccc12)c1cccs1	?	2.2	-2.9	-1.5	3.5	2.0	0.0	-3.6
COc1ccc(/C=C(\C#N)C(=O)Nc2ccc3[nH]c(=O)[nH]c3c2)cc1	.	.	4.9	3.7	-0.7	0.6	0.0	-9.3
CC(C)CCNC(=O)C(c1ccco1)N(C(=O)Cn1nnc2ccccc21)c1ccc2c(c1)OCO2 (configuration not stated)	7.0	19.0	-3.9	0.1	-0.5	.	.	-18.5
CC1(C(=O)NS(=O)(=O)Cc2cccc(Cl)c2)CCN1C(=O)C1CCCCC1 (configuration not stated)	-3.6	-5.9	-4.3	2.7	-0.3	0.4	0.0	-3.9

(list continues)
SMILES	esBAF inh	RAD54 branch	S100A4 MyoIIA	ERAP1 inh	ERp5 inh	E-selectin induc	XiGFP reactiv	RAD52 inh
COc1nc(Cc2ccc(Cl)cc2)nc2ccccc12	.	.	-9.1	7.2	-4.5	-1.9	0.1	-7.2
COCCn1c(SCC(=O)NC(=O)NCc2ccccc2)nc2ccccc2c1=O	13.5	-5.4	-7.2	1.5	2.6	-0.1	0.3	-12.9
CCn1c(CNC(=O)C23CC4CC(CC(C4)C2)C3)nnc1SCC(=O)Nc1nnc(C)s1	3.4	-12.5	-1.9	2.5	-4.3	.	0.3	0.4
CN1C[C@@H](O)COC[C@H]2O[C@@H](CC(=O)N3CCN(c4ccccc4)CC3)CC[C@@H]21	0.4	-0.8	0.9	1.6	-1.6	0.0	0.3	-8.0
Cc1ccc(C)c(CN2CCC(CNC(=O)CCc3nnc4ccc(N5CCC(C)CC5)nn34)CC2)c1	1.1	6.1	-19.3	-7.3	4.5	.	0.0	-33.3
CC(=O)c1ccc(N2CCN(C(=S)Nc3ccc(Oc4ccccc4)cc3)CC2)cc1	.	.	-0.7	-3.8	-11.1	-1.2	0.6	-20.8
O=C(COc1ccccc1)Nc1nc2cc3c(cc2s1)OCO3	12.7	-5.8	0.9	-2.1	0.8	-0.6	-0.1	-2.4
CC(Oc1ccc(Cl)cc1Cl)C(=O)NCCCN1CCOCC1 (configuration not stated)	1.0	-9.4	-1.7	4.1	3.6	-1.2	-0.1	-8.9
CN(C)CCCN(Cc1cc2cc3c(cc2[nH]c1=O)OCO3)C(=S)Nc1cccc(Cl)c1	16.1	.	-4.2	10.8	-4.0	.	0.1	-1.5
C[C@@H]1CN([C@@H](C)CO)C(=O)c2cc(N(C)C)ccc2O[C@@H]1CN(C)Cc1ccc(C(=O)Nc2ccccc2N)cc1	-26.1	-5.5	6.1	-0.2	10.1	.	.	2.4
COc1ccc(NC(=O)C2CCCN(c3nn4c(=O)cc(C)nc4s3)C2)c(OC)c1 (configuration not stated)	-7.5	-1.0	-15.6	-0.6	-0.6	.	0.1	-12.3
COc1ccc(C)cc1S(=O)(=O)Nc1cccc(C)c1	.	.	-4.8	2.8	2.1	.	0.1	-8.6
